TDP1 cell noCPT: qHTS for Inhibitors of human tyrosyl-DNA phosphodiesterase 1 (TDP1): qHTS in cells in absence of CPT; AID 686978, 2013; DT40 Tdp1-/- hTDP1 cells, no CPT, ATP luminescence, 48 h; 420,000 compounds, 15% hits; Potency, µM (titrated, usually from 46.2 µM), for the others: at the top dose activity change, negative = growth inhibition, most hits filed as inhibitors; note: nearly all actives have a fitted effect of over 55% in size
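Camptothecin absent (DMSO only). Human TDP1-complemented DT40 knockout cells, 400 cells/well, 37 °C for minimum 48 hr; ATP measured via CellTiter-Glo, 30 min dark incubation, luminescence.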
TDP1 block: TDP1 (human) enzyme inhibition; Q9NUW8; recombinant TDP1, AlphaScreen DNA substrate cleavage; Potency, µM (titrated, usually from 130 µM), without a hit: at the top dose activity change, negative = inhibition, most hits filed as inhibitors; 350,000 compounds, 0.28% hits; note: nearly all actives have a fitted effect of over 40% in size
Target sequence (Q9NUW8 whole entry, looked up): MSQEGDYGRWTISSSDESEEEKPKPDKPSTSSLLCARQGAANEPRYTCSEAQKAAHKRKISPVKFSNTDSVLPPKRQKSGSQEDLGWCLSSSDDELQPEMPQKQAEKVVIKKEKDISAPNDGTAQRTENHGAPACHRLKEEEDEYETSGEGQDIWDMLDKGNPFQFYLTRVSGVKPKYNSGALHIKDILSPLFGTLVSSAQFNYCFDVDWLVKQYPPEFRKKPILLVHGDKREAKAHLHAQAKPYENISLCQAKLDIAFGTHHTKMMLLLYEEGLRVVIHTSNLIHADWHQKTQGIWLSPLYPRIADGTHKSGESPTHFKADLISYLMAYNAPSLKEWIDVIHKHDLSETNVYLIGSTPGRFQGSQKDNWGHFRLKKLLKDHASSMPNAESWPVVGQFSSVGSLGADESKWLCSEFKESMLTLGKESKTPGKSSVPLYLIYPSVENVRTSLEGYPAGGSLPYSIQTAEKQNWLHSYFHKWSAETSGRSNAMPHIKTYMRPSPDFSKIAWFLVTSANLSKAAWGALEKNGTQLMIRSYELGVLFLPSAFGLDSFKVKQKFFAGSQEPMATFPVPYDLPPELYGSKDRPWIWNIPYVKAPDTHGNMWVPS
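Here, a 5' biotin and 3' phosphotyrosine-FITC DNA oligonucleotide reports Tdp1 activity: intact substrate bridges AlphaScreen beads, while cleavage leaves a 3' phosphate and drops signal. All incubations at room temperature.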
TDP1 cell CPT: growth inhibition of DT40 Tdp1-/-;hTDP1 cells with camptothecin (screen for TDP1 inhibitors); chicken DT40 Tdp1-/-;hTDP1 cells + 20 nM CPT, ATP luminescence, 48 h; Potency, µM (series often up to 46.2 µM), for the others: at the highest dose activity change, negative = growth inhibition, hits mostly inhibitors; 420,000 compounds, 12% hits; note: nearly all actives have a fitted effect of over 55% in size
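Cell growth measured by CellTiter-Glo luminescence after a minimum 48 h, 37 C compound exposure with 20 nM CPT in Tdp1-knockout DT40 cells stably expressing hTDP1, seeded 400/well; qHTS titration format.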
* = called active by the depositor; ? = inconclusive; / = no result given; [ ] = dose if it differs, or a comment. Calls come from the whole dose curve; as a rule, active = well fitted curve in the direction sought with a large enough effect; inconclusive = small, poorly fitted or top-dose-only effect, or another doubt; inactive = no such curve, though single readings can be large; an effect the other way counts as inactive or inconclusive. % is set by controls: 0 for no effect and ±100 for the full control effect; potency is the fitted concentration of half-maximal effect.

The first four entries, to show the layout:
entry | SMILES | TDP1 cell noCPT | TDP1 block | TDP1 cell CPT
1 | CCOc1cc(NC(=O)C(C)C)c(OCC)cc1NC(=O)Nc1ccccc1 | ? | / | ?
2 | O=C(NC1CCCC1)C1CCCN(S(=O)(=O)c2cccc3cccnc23)C1 (stereo not given) | -23% | -3% | ?
3 | CN(Cc1ccccc1)C(=O)COC(=O)c1cc2ccccc2oc1=O | 4% | 1% | -14%
4 | COc1cccc(Cn2cnc(-c3ccccc3OC)c2-c2ccco2)c1 | 18µM* | / | 18µM*

The listing (from the top)
entry | SMILES | TDP1 cell noCPT | TDP1 block | TDP1 cell CPT
1 | CCOc1cc(NC(=O)C(C)C)c(OCC)cc1NC(=O)Nc1ccccc1 | ? | / | ?
2 | O=C(NC1CCCC1)C1CCCN(S(=O)(=O)c2cccc3cccnc23)C1 (stereo not given) | -23% | -3% | ?
3 | CN(Cc1ccccc1)C(=O)COC(=O)c1cc2ccccc2oc1=O | 4% | 1% | -14%
4 | COc1cccc(Cn2cnc(-c3ccccc3OC)c2-c2ccco2)c1 | 18µM* | / | 18µM*
5 | Cc1ccccc1C1c2[nH]c3ccccc3c2CCN1CCCn1cccn1 (stereo not given) | 13µM* | / | ?
6 | COc1cccc(CNc2nc(-c3cccnc3)nc3ccccc23)c1 | ? | 2% | ?
7 | CCCCC(=O)N(CCOC)c1nnc(-c2cccnc2)s1 | 4% | 5% | 1%
8 | O=C1C2C(c3ccccc3)C=CC(c3ccccc3)C2C(=O)N1CCO (stereo not given) | -24% | 7% | ?
9 | C[C@H](CO)N1C[C@H](C)[C@H](CN(C)S(=O)(=O)c2ccc3c(c2)OCCCO3)OCc2cnnn2CCCC1=O | ? | / | ?
10 | COc1ccc(C(=O)NCCSc2c(C)[nH]c3ccccc23)cc1 | ? | 6% | ?
11 | CCN(CC(=O)Nc1c(F)cccc1F)C(=O)CCc1nc2cc(S(=O)(=O)N(C)C)ccc2n1CC | -15% | 1% | -23%
12 | CCc1ccc(N2CCN(C(=O)c3ccc4c(c3)OCO4)CC2)cc1 | ? | 5% | ?
13 | COc1cccc(-n2nc(C(N)=O)c(O)cc2=O)c1 | -20% | 1% | 2%
14 | COc1ccc(C(=O)COC(=O)c2cnc(C)cn2)c(OC)c1 | 5% | 5% | 8%
15 | CC(Nc1ncnc2ccccc12)c1ccccc1 (stereo not given) | 0.73µM* | -4% | 1.2µM*
16 | CCn1c(C)nc2cc(C(=O)NNC(=O)c3ccc(C)cc3)ccc21 | -23% | -2% | -3%
17 | CC1(C)C2CCC1(C)C(NCC(O)COc1ccc(C#N)cc1)C2 (stereo not given) | -19% | / | -25%
18 | COC(=O)c1cn(CC(=O)N2CCCCC2C)c2ccccc12 (stereo not given) | 3% | 3% | 6%
19 | CCc1ccc(C(O)(CC(C)C)C(CN2CCOCC2)c2ccccc2)cc1 (stereo not given) | ? | / | ?
20 | Cc1noc(C)c1S(=O)(=O)NC1CCCc2ccccc21 (stereo not given) | -8% | 4% | -12%
21 | CCCN(CCC)C(=O)Cn1c(=O)n(-c2ccc(CC)cc2)c(=O)c2c3c(sc21)CCC3 | 16µM* | 3% | ?
22 | COc1cccc(NC(=O)c2nc(SC)ncc2Cl)c1 | ? | 4% | ?
23 | O=C(Nc1cc(S(=O)(=O)N2CCCCC2)ccc1Oc1ccccc1)C1=COCCO1 | ? | 7% | ?
24 | O=c1cnc(-c2ccc(Cl)cc2)cn1O | -6% | 4% | 0%
25 | CC(C)CN1CCN(Cc2c[nH]c3ccccc23)CC1CCO (stereo not given) | ? | / | 8.2µM*
26 | Cc1c(C(=O)OCc2ccccc2)nnn1-c1nonc1N | -20% | 6% | -21%
27 | CCn1nc(NS(=O)(=O)c2ccccc2[N+](=O)[O-])c2cc3ccc(C)cc3nc21 | -4% | 7% | 4%
28 | CCc1ccc(-c2cc(C)no2)cc1S(=O)(=O)NCCc1ccc(S(N)(=O)=O)cc1 | -19% | 2% | ?
29 | CCCn1c(-c2ccc(C(=O)OC)cc2)nc2c1c(=O)[nH]c(=O)n2Cc1ccccc1 | -14% | -9%[0.0935 µM] | 12%
30 | Cc1cccc(C(=O)NCCCN2CCCC2=O)c1 | -23% | 0% | 4%
31 | Cc1ccc(Cn2c(SCCN3CCOCC3)nc3c2c(=O)n(C)c(=O)n3C)cc1 | -11% | 4% | -26%
32 | CCCOc1c(Br)cc(C2C3=C(CCCC3=O)N(CC)C3=C2C(=O)CCC3)cc1OC | ? | -3% | ?
33 | Cc1cccc(-n2ncc3c(N4CCCC4)ncnc32)c1 | -27% | -6%[56.1 µM] | -31%
34 | CCOC(=O)c1c(NC(=S)Nc2ccccc2)sc2c1CCN(CC)C2 | -26% | -2% | -9%
35 | CCc1nc2c(OCCOc3ccc(F)cc3)cccn2c1N(C=O)Cc1ccc(OC)cc1 | ? | / | ?
36 | O=C1/C(=C/c2cccnc2)Cc2ccc(Cl)cc21 | -9% | / | -3%
37 | Cc1nc(N)ncc1Sc1ccc(Cl)cc1 | ? | 1% | 8%
38 | CCSc1nc2c(c(=O)[nH]1)C(c1ccncc1)C(C(=O)OC(C)C)=C(C)N2 (stereo not given) | -4% | 0% | -12%
39 | CN(C)N1C(N)=C(C#N)C(c2cccnc2)C2=C1CCCC2=O (stereo not given) | -1% | 0% | 13%
40 | Cc1ccc(C(C(=O)NC(C)(C)C)N(CC2CCCO2)C(=O)c2csnn2)cc1 (stereo not given) | -11% | / | 1%
41 | COc1ccccc1CCNC(=O)C(=O)NCC(c1ccc2c(c1)OCO2)N1CCOCC1 (stereo not given) | ? | 4% | ?
42 | CC(C)c1ccc(-c2nc(N3CCOCC3)[nH]c(=O)c2C#N)cc1 | -4% | 0% | 3%
43 | COc1ccc(CNC(=O)c2ccc(-c3cccnc3)c3ccoc23)cc1OC | 18µM* | / | ?
44 | Cn1cccc1C(=O)N1CCC2(CC1)CN(C(=O)Nc1cccc(F)c1)C2 | ? | / | -10%
45 | Cc1cc(C)cc(N(CC(=O)N2CCN(Cc3ccccc3)CC2)S(=O)(=O)c2c(C)noc2C)c1 | ? | 4% | ?
46 | CC(C)OC(=O)c1cccc(-c2ccc(C=O)o2)c1 | -3% | 2% | 6%
47 | OCC[C@@H]1C[C@H](O)[C@@H](O)[C@@]2(OCCc3cc(Cl)ccc32)O1 | 3% | / | -12%
48 | Cc1ccccc1NC(=O)CSc1nnc(-c2ccccc2)n1-c1ccccc1 | ? | 0% | -75%
49 | C=CCOc1nc2c(c(=O)n(C)c(=O)n2C)n1Cc1ccccc1 | 18µM* | 1% | 26µM*
50 | COC(=O)c1cccc(S(=O)(=O)N2CCC(C)CC2)c1 | -2% | 2% | 16%

Reprinted, compounds 1 to 3
entry | SMILES | TDP1 cell noCPT | TDP1 block | TDP1 cell CPT
1 | CCOc1cc(NC(=O)C(C)C)c(OCC)cc1NC(=O)Nc1ccccc1 | ? | / | ?
2 | O=C(NC1CCCC1)C1CCCN(S(=O)(=O)c2cccc3cccnc23)C1 (stereo not given) | -23% | -3% | ?
3 | CN(Cc1ccccc1)C(=O)COC(=O)c1cc2ccccc2oc1=O | 4% | 1% | -14%

Further results follow.
entry | SMILES | TDP1 cell noCPT | TDP1 block | TDP1 cell CPT
51 | CCCOc1ccc(-c2cccc(NS(=O)(=O)c3cccs3)c2)nn1 | ? | 1% | ?
52 | C=CCNC(=O)c1ccccc1NC(=O)Cc1ccccc1[N+](=O)[O-] | -5% | 3% | 11%
53 | Cc1nn(-c2ccccc2)c(Cl)c1C(=O)NNC(=O)c1ccccc1O | 13µM* | 1% | ?
54 | COc1cccc(CNC(=O)c2nn(-c3ccc(C)cc3)c(=O)c3c2c2ccccc2n3C)c1 | ? | 0% | ?
55 | O=C(CCN1CCOCC1)Nc1c(-c2ccccc2)c2cc(Br)ccc2[nH]c1=O | -18% | -4% | -15%
56 | COc1cccc(C(=O)Nc2cccc(-c3nc4ncccn4c3C)c2)c1 | ? | 3% | ?
57 | Cc1cc(Nc2nc3c(c(=O)n(C)c(=O)n3C)n2C)n(-c2ccc(Cl)cc2)n1 | 4% | 4% | 8%
58 | CNC(=O)OCc1snc(-c2ccccc2)c1COC(=O)NC | -7% | / | 0%
59 | CCOc1ccc(S(=O)(=O)N2CCN(CC)CC2)cc1NC(=O)c1ccccc1F | ? | / | -5%
60 | Cc1ccc(C2N(c3ccc(F)cc3)C(=O)C3CCCN32)cc1 (stereo not given) | -12% | 7% | 2%
61 | CCOP(=O)(c1ccccc1)C(O)c1ccc([N+](=O)[O-])cc1 (stereo not given) | 1% | / | 7%
62 | Cc1c(Cl)c([N+](=O)[O-])nn1Cc1ccc(C(=O)N/N=C\c2cccc(Br)c2)o1 | ? | 1% | ?
63 | CCCCn1c(N)c(N(CCOC)C(=O)c2cc(-c3ccc(C)cc3)nc3ccccc23)c(=O)[nH]c1=O | ? | 3% | -20%
64 | Cc1cc(-c2ccc(C)c(S(=O)(=O)N3CCN(C(=O)c4ccco4)CC3)c2)on1 | 9% | 6% | 2%
65 | COc1cc2nc(NC3CCN(C)CC3)nc(N3CCCN(C)CC3)c2cc1OC | ? | / | ?
66 | C=C1CCc2c([nH]c3ccc(OCC(C)C)cc23)C1=O | 0.92µM* | / | 0.82µM*
67 | Nc1nc2sc3c(c2cc1C(=O)N1CCOCC1)CCCC3 | -29% | 2% | -16%
68 | O=C(Nc1ccnn1C1CCN(C2CCC2)CC1)c1cccc(F)c1 | 24% | 0% | -9%
69 | C1=CN2CCC1C(c1ccccc1)C2 (stereo not given) | -17% | 0% | 11%
70 | OC[C@@H]1CN(CCN2CCOCC2)C[C@H](n2cnc3c(N4CCCC4)ncnc32)O1 | -6% | / | 6%
71 | Cc1cccc(-n2c(O)c(C=NC3CCS(=O)(=O)C3)c3ccccc3c2=O)c1C (stereo not given) | ? | 8% | 5.2µM*
72 | Cc1cc(C)nc(SCCCNCc2ccccc2)n1 | 5% | 5% | 3%
73 | COc1ccc(S(=O)(=O)NC(C)C(=O)NCc2ccncc2)cc1Cl (stereo not given) | -29% | 8% | -17%
74 | CC(/C=C/c1ccccc1)NC(N)=O (stereo not given) | -5% | -4% | -4%
75 | Cc1cccc(N2CCN(C(=O)c3ccnn3C)CC2)c1C | -7% | 0% | -14%
76 | Cn1ncc2c(=S)[nH]c(=S)[nH]c21 | ? | / | ?
77 | Cc1nc([N+](=O)[O-])c(N2CCOCC2)n1Cc1ccccc1 | -16% | / | -4%
78 | Cc1sc2nc(SCC(=O)Nc3c(C)n(C)n(-c4ccccc4)c3=O)n(C)c(=O)c2c1C | -30% | -2% | -26%
79 | CCOC(=O)Nc1ccc2c(c1)N(C(=O)CN)c1ccccc1CC2 | ? | / | ?
80 | CCOC(=O)c1ccc(N2C(=O)c3n[nH]c(-c4ccco4)c3C2c2ccc(F)cc2)cc1 (stereo not given) | 23µM* | 5% | 23µM*
81 | COc1ccc(OC)c(NC(=O)C2CC2c2ccccc2)c1 (stereo not given) | -5% | / | 8%
82 | COCC(=O)N(Cc1cc2ccc(C)cc2[nH]c1=O)c1ccccc1C | -19% | / | 4%
83 | O=S(=O)(NCCc1csc2nc(-c3ccc(F)cc3)nn12)c1ccc2c(c1)OCCO2 | 23µM* | 3% | 16µM*
84 | COc1ccc(-c2onc(C)c2C)cc1S(=O)(=O)N1CCc2ccccc21 | ? | 0% | 16µM*
85 | Cc1ccc(S(=O)(=O)NCCC(=O)N2CCC(Cc3ccccc3)CC2)cc1 | 21µM* | / | 15µM*
86 | COCCn1c(=NC(=O)CCS(=O)(=O)c2ccccc2)sc2ccccc21 | 16µM* | / | 21µM*
87 | O=S(=O)(c1cccc(C(F)(F)F)c1)N1CCN(c2cnccn2)CC1 | -22% | 3% | -19%
88 | Cc1ccc(C(=O)C[n+]2cccc3cc(C)ccc32)cc1 | 15µM* | 2% | 12µM*
89 | COc1ccc(-c2nnn(CC(=O)N3CCOCC3)n2)cc1 | 3% | 0% | -2%
90 | CC(NC(=O)C(=O)N1CCOCC1)C(c1cccs1)N1CCN(c2ccccc2)CC1 (stereo not given) | 5% | 3% | -13%
91 | COc1ccc2c(c1OC)C(=O)OC2Nc1nc(-c2ccc([N+](=O)[O-])cc2)cs1 (stereo not given) | ? | 1% | 4%
92 | CCOC(=O)CC1C(=O)NCCN1C(=O)c1c(F)cccc1F (stereo not given) | 1% | 3% | -14%
93 | CC(C)(C)NC(=O)CSc1nc(-c2ccc(F)cc2)cc(C(F)(F)F)n1 | 18µM* | 3% | 21µM*
94 | O=C1CC(c2ccccc2)n2nc(NC(=O)c3ccccn3)nc2N1 (stereo not given) | ? | 2% | ?
95 | CC(C)C(NS(=O)(=O)c1cccc2nsnc12)C(=O)N1CCCCC1 (stereo not given) | 20% | 2% | -4%
96 | O=C(CC1C(=O)NCCN1Cc1cccc(F)c1F)NCCCC1CCCC1 (stereo not given) | 1% | 4% | -29%
97 | CCCNC(=O)N1CCN(C(c2ccccc2)c2ccccc2)CC1 | -27% | 5% | -25%
